Source: PubChem BioAssay
RSV antiviral HEp-2 = RSV antiviral activity via CPE protection, HEp-2 cells, primary 10 µM value included (AID 2391). 0.13% of 310,000 active. one-dose CPE inhibition, % at 10 µM; IC50 in µM for titrated hits. HEp-2 cells, RSV-induced CPE inhibition; higher % means a stronger effect; in the data active = a potency from the dose series; inconclusive = CPE inhibition mostly from about 23% at the one dose, without a potency; inactive = the rest, 99 in 100 with CPE inhibition below about 21%; note: strong numbers were not always called active
West Nile virus CPE = West Nile virus antiviral activity, cell-based, CPE readout (AID 1621); West Nile virus-infected cells, CPE inhibition; higher % means a stronger effect; one-dose CPE inhibition, % at 10 µM; IC50 in µM for titrated hits; 0.02% of 290,000 active; in the data active = a potency from the dose series; inconclusive = CPE inhibition mostly from about 3.7% at the one dose, without a potency; inactive = the rest, 99 in 100 with CPE inhibition below about 2.2%; note: strong numbers were not always called active
PMI inhibitors = inhibitors of human PMI, primary screen, biochemical, fluorescence intensity, coupled assay (AID 1209). 0.42% of 190,000 active. one-dose inhibition, % at 20 µM; IC50 in µM for titrated hits. purified PMI enzyme, coupled fluorescence intensity; higher % means a stronger effect;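 note: plate controls were DMSO vehicle for no effect and wells lacking substrate for full effect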
TNAP activators = stimulation of alkaline phosphatase TNAP activity – biochemical, luminescent, no phosphate acceptor, uHTS, primary screen (AID 1001); purified TNAP, luminescent activation assay, no phosphate acceptor; higher activation fold means a stronger effect; one-dose activation fold at 20 µM; EC50 in µM for titrated hits; 0.03% of 200,000 active; in the data active = activation fold from about 3, or a potency from the dose series; inactive = the rest, 99 in 100 with activation fold below about 1.6; note: many of its hits are not listed in these tables
K1F lysis inhibition = inhibition of K1F phage lysis, E. coli UTI89, bacterial capsule biogenesis inhibitors, alamar blue (AID 488966). E. coli UTI89 K1F phage lysis, alamar blue, 2 h; higher % means a stronger effect. one-dose inhibition, % at 100 µM; IC50 in µM for titrated hits. 0.02% of 340,000 active;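 active = phage lysis inhibition, versus mean bacterial control, above a set limit; inconclusive = no clear call, values can overlap the other calls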;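 note: capsule biogenesis inhibitors block K1F phage lysis so surviving cells raise fluorescence; higher fluorescence means more inhibition of phage lysis; actives were called in the ten point dose series up to 300 µM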
human PMI inhibitors = human PMI inhibitors, high substrate, primary screen, biochemical, fluorescence intensity, high mannose 6-phosphate (AID 1220); recombinant PMI enzyme, coupled fluorescence intensity; higher % means a stronger effect; one-dose inhibition, % at 20 µM; IC50 in µM for titrated hits; 0.66% of 190,000 active
P. falciparum M1AAP = P. falciparum M1AAP inhibitors, biochemical, fluorogenic H-Leu-NHMec substrate, 1536-well (AID 1445); recombinant M1AAP, H-Leu-NHMec fluorogenic kinetic assay; higher % means a stronger effect; inhibition, % at 30 µM; hits with a dose series show IC50 in µM; 0.42% of 220,000 active;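 active = primary inhibition above the hit cutoff, then over 50% inhibition at one or more dose response concentrations, cut at about 23% in these data, passing the limit was not always enough; inconclusive = conflicting primary data, or primary hits not chosen for dose response; inactive = low primary inhibition, or under 50% at every dose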;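 note: plate controls were DMSO full reaction for no effect and no enzyme background for full effect; strong numbers were not always called active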
M17LAP inhibition = P. falciparum M17LAP inhibitors, primary screen, biochemical, fluorogenic H-Leu-NHMec substrate, 1536-well (AID 1619). recombinant M17LAP, H-Leu-NHMec fluorogenic kinetic assay; higher % means a stronger effect. one-dose inhibition, % at 30 µM; IC50 in µM for titrated hits. 0.38% of 220,000 active;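 active = compound inhibiting the enzyme by more than half at any dose during confirmatory dose-response retesting; inconclusive = strong single-dose inhibitors picked by rank but not retested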;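 note: plate controls were full reaction with DMSO carrier for no effect and no enzyme background for full effect; strong numbers were not always called active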
T cell modulator = T cell immune modulators affecting CD8 T cell-vesicle binding | calls only at 7 µM | 0.068% of 330,000 active | 2C CD8+ T cell-vesicle binding, flow cytometry; hits give low values;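 active = response, share of CD8 T cells binding vesicles, and their 90th percentile fluorescence all below set limits, cut at about 80% in these data, passing the limit was not always enough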
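incubation = binding step 1.5 h, 37 °C, antibody labelling 20 min, ice | test system = 2C mouse CD8+ T cells | read-out basis = percent CD8+ FL2 mean versus row control | controls = Peptide-free naked vesicles (low) and QL9 vesicles with 0.7% DMSO vehicle (high) | detection = flow cytometry of vesicle-bound cells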
T cell modulator vesicle-bound % = recorded beside T cell modulator, whose call it bears; double positive events, %; measured here: CD8+ vesicle-bound cell fraction;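 binding gate set so that unloaded-vesicle control wells show 10% double positive cells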
* hit, by the source's call; i = inactive; ? = inconclusive; · = no result given; [ ] = another dose, or the depositor's remark. Cut-off read from the data, not from the text of the source, unless noted: active = inhibition above about 50%; inactive = the rest.

molecule,RSV antiviral HEp-2,West Nile virus CPE,PMI inhibitors,TNAP activators,K1F lysis inhibition,human PMI inhibitors,P. falciparum M1AAP,M17LAP inhibition,T cell modulator,T cell modulator vesicle-bound %
O=C1/C(=C\c2ccccn2)SC(=S)N1Nc1ncc(C(F)(F)F)cc1Cl,1.1%,-0.4%,2%,0.9,9.9%,-2%,20%,13%,i,7
CN(C)/C=C/c1onc(-c2ccccc2Cl)c1C#N,5.6%,·,1%,1.1,0.1%,3%,7%,0%,i,58
O=C(Nc1cc(Cl)ccc1N1CCOCC1)c1ccc(Br)o1,0.2%,-0.6%,·,·,2.2%[50 µM],·,·,·,i,36
Cc1oc2c(C)c3oc(=O)c(CCC(=O)N4CCC(C(=O)NCCC(=O)O)(c5ccccc5)CC4)c(C)c3cc2c1C,2.4%,-0.3%,·,·,-0.1%,·,·,·,i,0
O=C(Nc1cc(N2CCOCC2)ncn1)c1ccccc1,0.2%,0.5%,11%,1.1,-0.6%,11%,2%,-2%,i,48
COc1ccc(C2(C(F)(F)F)NC(=O)N(C)C(=O)N2C)cc1 (stereo not drawn),1.7%,-0.5%,-14%,1,0.7%,-14%,-6%,-4%,i,24
CS(=O)(=O)N(CC(=O)NCCSCc1ccccc1)c1ccccc1Cl,1.0%,-0.3%,·,·,0.2%,·,·,·,i,63
COCCCNC(=O)/C=C/c1ccc(OCc2c(F)cccc2Cl)cc1,2.5%,0.2%,3%,1.1,-0.1%,-2%,3%,2%,i,5
COc1cc(C(=S)N2CCOCC2)ccc1OC(=O)c1ccc([N+](=O)[O-])cc1[N+](=O)[O-],-0.2%,-0.2%,·,·,0.0%,·,·,·,i,52
CCOc1ccccc1N1CCN(C(=O)NCc2ccc(Cl)cc2)CC1,0.4%,-0.8%,·,·,-0.2%,·,·,·,i,16
CCOc1ccc(NC(=O)c2ccccc2O)cc1,7.9%,-0.4%,0%,1,0.1%,-1%,6%,3%,i,60
COc1ccc(OCC(=O)Nc2ccccc2N2CCCCC2)cc1,0.3%,-0.2%,·,·,-0.2%,·,·,·,i,10
O=C(NC(=S)NCCN1CCOCC1)c1ccccc1,1.4%,-0.4%,10%,1,-0.2%,-2%,1%,4%,i,59
Clc1cc(-c2ccc(/C=N/n3cnnc3)o2)ccc1Br,8.0%,-0.2%,-20%,1,0.4%,-13%,1%,0%,i,44
Cc1cc(C)cc(C(=O)OCC(=O)NCCNC(=O)COC(=O)c2cc(C)cc(C)c2)c1,3.9%,-0.4%,·,·,0.0%,·,·,·,i,64
O=C(N/N=C1/CC2C=CCC12)c1ccco1 (stereo not drawn),1.2%,0.4%,7%,1.1,1.2%[50 µM],10%,-5%,-1%,i,45
O=C(c1ccccc1)c1cccc(NC(=O)c2ccc(Br)o2)c1,?,-0.4%,6%,1.1,2.4%,6%,-4%,-12%,i,38
O=C(Nc1cccc(-c2csc(-c3ccccc3)n2)c1)c1cccs1,7.0%,0.5%,17%,1.1,0.2%,14%,-1%,-9%,i,40
FC(F)(F)c1ccc2c(c1)C1C=CCC1C(c1ccncc1)N2 (stereo not drawn),·,-0.1%,-21%,1.1,1.4%,9%,18%,39%,·,·
O=C1[C@H]2[C@@H](C(=O)N1c1cccc3ccccc13)C1(C(=O)c3ccccc3C1=O)N1CCC[C@@H]21,3.0%,-0.4%,4%,1.1,1.2%,15%,4%,11%,i,36
O=C(O)c1ccc(N2CCCS2(=O)=O)cc1,-0.2%,-0.4%,·,·,0.0%,·,·,·,i,26
Cc1cccc(N(C(=O)CCC(=O)Nc2cc(C)on2)C(C(=O)NC2CCCC2)c2cccnc2)c1 (stereo not drawn),1.4%,-0.6%,·,·,-0.3%,·,·,·,i,21
COc1ccc(/C(N)=N/O)c(OC)c1,1.9%,0.3%,3%,1,0.3%,4%,1%,-1%,i,28
Cc1ccc(-c2csc(NC(=O)Cn3[nH]c(=O)c4ccccc4c3=O)n2)cc1,9.6%,-0.2%,3%,1.3,0.2%,-2%,7%,0%,i,22
Cc1ccc(CN(C)C(=O)c2cc(COc3ccc(F)cc3Cl)on2)o1,6.3%,-1.0%,15%,1.1,-2.0%,13%,6%,18%,i,27
COc1ccc2cc(S(=O)(=O)N3CCCCCC3)ccc2c1,-0.3%,-0.2%,6%,1.1,1.1%,7%,-4%,-3%,i,16
CCCn1cc(NC(=O)c2cc3n(n2)C(C(F)(F)F)CC(c2ccccc2)N3)cn1 (stereo not drawn),0.6%,0.1%,20%,1.1,3.5%,16%,7%,8%,i,18
CCCC[C@@H]1C[C@H]1[C@@H](NC(=O)c1cccs1)c1ccc(Cl)cc1,44%,-0.7%,4%,1.1,·,4%,8%,5%,i,35
Cc1onc(-c2c(F)cccc2Cl)c1C(=O)N1CCc2ccccc2C1,1.5%,-0.3%,-5%,1,0.1%,-4%,-2%,11%,i,44
COc1ccc(O)c(/C=c2/sc3nc4cc(C)c(C)cc4n3c2=O)c1,·,-0.4%,-25%,1,1.3%,-28%,-6%,-13%,·,·

Complete entries as entered above.
O=C1/C(=C\c2ccccn2)SC(=S)N1Nc1ncc(C(F)(F)F)cc1Cl is listed as RSV antiviral HEp-2 = 1.1%; West Nile virus CPE = -0.4%; PMI inhibitors = 2%; TNAP activators = 0.9; K1F lysis inhibition = 9.9%; human PMI inhibitors = -2%; P. falciparum M1AAP = 20%; M17LAP inhibition = 13%; T cell modulator = i; T cell modulator vesicle-bound % = 7
O=C1[C@H]2[C@@H](C(=O)N1c1cccc3ccccc13)C1(C(=O)c3ccccc3C1=O)N1CCC[C@@H]21 is listed as RSV antiviral HEp-2 = 3.0%; West Nile virus CPE = -0.4%; PMI inhibitors = 4%; TNAP activators = 1.1; K1F lysis inhibition = 1.2%; human PMI inhibitors = 15%; P. falciparum M1AAP = 4%; M17LAP inhibition = 11%; T cell modulator = i; T cell modulator vesicle-bound % = 36
Cc1onc(-c2c(F)cccc2Cl)c1C(=O)N1CCc2ccccc2C1 is listed as RSV antiviral HEp-2 = 1.5%; West Nile virus CPE = -0.3%; PMI inhibitors = -5%; TNAP activators = 1; K1F lysis inhibition = 0.1%; human PMI inhibitors = -4%; P. falciparum M1AAP = -2%; M17LAP inhibition = 11%; T cell modulator = i; T cell modulator vesicle-bound % = 44

Additional results.
molecule,RSV antiviral HEp-2,West Nile virus CPE,PMI inhibitors,TNAP activators,K1F lysis inhibition,human PMI inhibitors,P. falciparum M1AAP,M17LAP inhibition,T cell modulator,T cell modulator vesicle-bound %
Cc1cc(OCC(O)CN2CCc3ccccc3C2)ccc1Cl (stereo not drawn),?,-0.9%,·,·,0.3%,·,·,·,i,63
COc1ccc(C(=O)C(C)OC(=O)c2cccc(S(=O)(=O)Nc3cc(Cl)c(OC)cc3OC)c2)cc1 (stereo not drawn),5.2%,-1.9%,15%,1,-1.4%[50 µM],13%,8%,-12%,i,47
CC1CCC2(CC1)Nc1ccccc1C(=O)N2c1ccccc1 (stereo not drawn),1.3%,-0.3%,-6%,1,6.9%,-1%,2%,-21%,i,28
COc1ccc(C(=O)NCCCOC(=O)c2ccc(OC)cc2)cc1,1.0%,-0.5%,·,·,0.1%,·,·,·,i,64
COCCn1c(N)c(N(Cc2ccccc2)C(=O)CN2C(=O)NC(C)(c3ccccc3)C2=O)c(=O)[nH]c1=O (stereo not drawn),1.8%,-0.4%,·,·,-0.1%,·,·,·,i,59
COc1ccc(NC(=S)N/C(=N/S(=O)(=O)c2ccc(C)cc2)c2ccccc2)cc1,2.0%,-0.5%,37%,1,0.6%,14%,2%,-2%,i,45
O=C(Cc1ccccc1)Nc1nnc(-c2cccs2)s1,4.2%,·,8%,1.2,-0.9%,11%,7%,-1%,i,51
Cc1ccc(C(=O)N/N=C2\SCC(=O)N2c2cc(C)ccc2C)cc1,4.4%,-0.1%,-14%,1.1,0.0%,-11%,-7%,-26%,i,56
Cc1ccc(C)c(-n2c(-c3ccc(Br)cc3)csc2=NC(=O)c2ccccc2F)c1,-0.4%,?,·,·,0.1%,·,3%,7%,i,62
Cc1nonc1C1CCCN1Cc1nc(-c2ccc(F)cc2F)oc1C (stereo not drawn),6.5%,-1.4%,-14%,1,0.5%,-4%,·,·,i,28
COc1ccc(N(CC(=O)Nc2ccc3c(c2)OCCO3)S(=O)(=O)c2c(C)nn(C)c2C)cc1,-0.7%,·,-2%,0.8,0.2%,2%,4%,5%,i,23
COC(=O)C(C)Sc1nc2c(cnn2-c2ccccc2)c(=O)[nH]1 (stereo not drawn),0.2%,0.1%,3%,1,-0.1%,4%,-1%,0%,i,20
Cc1ccc(C2CC2C(=O)NN)cc1 (stereo not drawn),0.0%,0.5%,-3%,1.1,-0.7%,-4%,-7%,-5%,·,·
Cc1nn(CCCC(=O)NCc2ccccc2)c(=O)c2nn(-c3ccccc3)c(C)c12,5.9%,0.1%,·,·,0.1%,·,·,·,i,44
CSc1ccc(C(=S)N2CCCCCC2)cc1,-1.0%,-0.6%,·,·,0.0%,·,·,·,i,33
CCc1nnc(NC(=O)CC23CC4CC(CC(Br)(C4)C2)C3)s1,3.0%,?,·,·,-0.7%,·,·,·,i,32
Nc1cc(N)nc(SCc2ccccc2)n1,1.9%,0.1%,8%,1.1,0.1%,6%,9%,6%,i,19
O=S(=O)(c1ccccc1)N1CCC2(CC1)CO2,1.0%,0.0%,-12%,1.1,-0.7%,-12%,3%,0%,i,57
COc1ccccc1NC(=O)Nn1cnnc1,0.1%,0.3%,-4%,1.1,0.4%,-7%,2%,1%,i,8
Cc1onc(-c2ccccc2)c1C(=O)NC(=S)NNC(=O)c1ccc(O)cc1,1.8%,?,-12%,2,-0.7%[50 µM],-14%,-10%,14%,i,22
NC(=O)CSc1nc2cc3c(cc2c(=O)n1CCCC(=O)NCc1ccc2c(c1)OCO2)OCO3,-1.4%,0.7%,20%,1.1,-0.2%,30%,7%,1%,i,19
Cn1c(=O)c2c(nc(SCCN3CCOCC3)n2Cc2cccc3ccccc23)n(C)c1=O,0.8%,-0.3%,0%,1.1,-0.3%,0%,-1%,-2%,i,46
O=c1cc(-c2cccc(Br)c2)oc2cccc(O)c12,10%,?,·,·,6.3%,·,5%,-4%,i,26
